# Dynein cargo inh: dynein cargo transport inhibition. 3617.4 mouse cells, GR-EGFP nuclear translocation imaging; test concentration mostly 20 µM; stimulated with dexamethasone, 1 µM; hits give low values. z-score, hits read low. 0.47% of 220,000 active;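 active = plate z-score of nuclear minus cytoplasmic receptor signal below a set negative limit, without overly bright fluorescence or cell loss, cut at about -3.5 in these data, passing the limit was not always enough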;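 note: z-score of nuclear minus cytoplasmic ring GR-EGFP intensity difference per well; some compounds called inactive have numbers as strong as hits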
#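 Buffer or medium: tet-free medium with charcoal-stripped serum / Also added: dexamethasone agonist, 1.0 µM final, for 30 min / Timing: induction 48 h, compound 1 h, agonist 30 min / Measured by: high-content fluorescence imaging after fixation / Read-out: nuclear-to-cytoplasmic GR-EGFP distribution per well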
# Autophagy HCS: modulators of autophagy; MEF GFP-LC3 puncta imaging; test concentration mostly 10 µM; calls only at 10 µM (by protocol); 0.98% of 190,000 active; AID 463193;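 active = percentage of spot-positive cells more than 3 SD above its plate mean, without a fluorescence outlier flag or 80% toxicity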;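 note: spot-positive cell cutoff set from DMSO-treated cells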
# WT yeast gro inh: growth inhibition of WT yeast, mitochondrial fusion screen; mitochondrial fusion phenotypic screen, WT strain; inhibition, % at 10 µM; 2.1% of 190,000 active; in the data active = inhibition above about 58%; tested in S. cerevisiae
# Lipid droplet: modulators of hepatic lipid droplet formation; AML12 mouse hepatocytes, oleate lipid droplets, BODIPY imaging; inhibition, % at 6.5 µM; 0.4% of 240,000 active; AID 1656;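 active = lipid droplet intensity inhibited by at least 50%, with more than 500 cells counted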
#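 Assay system: AML12 hepatocytes (mouse); Probe or stimulus: oleic acid at 100 µM to induce lipid droplet formation; Dosing: compound at 6.5 µM only; Schedule: compound with oleate, overnight; Detection: fluorescence imaging, 20x objective, two fields per well; Measure: % inhibition of lipid droplet signal.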
# MT stabilize HCS: microtubule stabilizers in HeLa cells. HeLa tubulin immunostaining HCS, 24 h; share of cells brighter than vehicle mean+2SD. % tubulin-high responders, % at 10 µM. 0.83% of 200,000 active. AID 2205;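 active = plate Z-score above 3 for both tubulin-high and condensed-nucleus cell shares, with cell loss under 80%, at 10 µM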;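 note: anti alpha tubulin signal scored within the nucleus-defined area of each cell; some results filed as inactive read as strong as hits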
# Yfh1-off respiration: mitochondrial function rescue without frataxin homolog – Friedreich's ataxia, plus single-dose screen, dose response (AID 1465); S. cerevisiae Yfh1-off respiration, WST-1 reduction, 72 h; higher fold induction means a stronger effect; one-dose fold induction at 50 µM; EC50 in µM for titrated hits; 0.074% of 220,000 active;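 active = fold induction of absorbance versus untreated yeast above a set limit, then at least 30% activation at any dose in follow-up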;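 note: activators that raise dye reduction in frataxin-depleted yeast; strong numbers were not always called active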
# b-catenin transl: beta-catenin nuclear translocation modulation | HeLa beta-catenin nuclear translocation, immunofluorescence imaging | 0.3% of 190,000 active | nuclear translocation activity, % at 5 µM;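 active = nuclear translocation activity above 50% at 5 µM, with a well cell count of 50 or more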;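 note: per-cell ratio of nuclear to cytoplasmic median beta-catenin stain intensity; plate controls were DMSO negative control for no effect and GSK-3 inhibitor IX positive control for full effect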
#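 Test system: HeLa cells, endogenous beta-catenin; Compound: single 5 µM dose plus 0.02–20 µM confirmation series; Times: compound exposure 24 h at 37°C; Signal: fluorescence imaging of beta-catenin antibody stain plus DAPI; Read-out: % activation, nuclear-to-cytoplasmic median beta-catenin signal ratio per cell.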
# Ins promoter up: MIN6 insulin promoter up-regulation; 0.3% of 190,000 active; MIN6 insulin promoter-GFP reporter, high-content imaging; hits give high values; z-score at 5 µM;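 active = z-score above 3 at 5 µM with at least 500 cells counted in the well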
# NOD2 inhibition: inhibition of NOD2-driven NF-kB reporter – cell-based, luminescence, uHTS, HEK293 (AID 1566). HEK293 NOD2/NF-kB luciferase reporter, luminescence; higher % means a stronger effect. one-dose inhibition, % at 4 µM; EC50 in µM for titrated hits. 0.63% of 290,000 active; in the data active = inhibition above about 50%; note: many of its hits are not listed in these tables
# WT yeast gro inh mutant strain: further read-out of WT yeast gro inh, marked with its call; inhibition, %; mitochondrial fusion phenotypic screen, mutant strain inhibition
# Dynein cargo inh cytoplasmic EGFP: also measured in Dynein cargo inh; calls as there; z-score; measured here: cytoplasmic GR-EGFP intensity; hits give high values
# Dynein cargo inh nuclear GR-EGFP: recorded beside Dynein cargo inh, whose call it bears; z-score; measured here: nuclear GR-EGFP intensity;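 lower value marks the stronger effect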
# Dynein cargo inh cell count: second read-out of Dynein cargo inh, no call of its own (marks repeat the call); z-score; measured here: cell count per field
# Ins promoter up cell count: further read-out of Ins promoter up, marked with its call; cell count; measured here: cytotoxicity, nuclei count;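 total cells summed across four imaged fields per well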
# Lipid droplet cells 6.5 µM: further read-out of Lipid droplet, marked with its call; cell count; measured here: cell count, cytotoxicity flag;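 cells counted across two imaged fields per well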
# b-catenin transl cell count 5 µM: recorded beside b-catenin transl, whose call it bears; cell count; measured here: cell count, cytotoxicity flag
# MT stabilize HCS Hoechst-high %: recorded beside MT stabilize HCS, whose call it bears; % Hoechst-high responders; measured here: nuclear condensation Hoechst responders;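 share of cells brighter than vehicle mean plus two SD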
# MT stabilize HCS cytotoxicity %: further read-out of MT stabilize HCS, marked with its call; toxicity, %; measured here: cytotoxicity by cell density;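 0% = mean cell density of plate MIN control wells and 100% = no cells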
# Autophagy HCS cell loss 18 h: also measured in Autophagy HCS; calls as there; toxicity, %; measured here: cell loss, nuclei count;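 cell loss after 18 h compound exposure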
# * = called active by the depositor; i = inactive; . = no result given.
SMILES,Dynein cargo inh,Dynein cargo inh cytoplasmic EGFP,Dynein cargo inh nuclear GR-EGFP,Dynein cargo inh cell count,Autophagy HCS,Autophagy HCS cell loss 18 h,WT yeast gro inh,WT yeast gro inh mutant strain,Lipid droplet,Lipid droplet cells 6.5 µM,MT stabilize HCS,MT stabilize HCS Hoechst-high %,MT stabilize HCS cytotoxicity %,Yfh1-off respiration,b-catenin transl,b-catenin transl cell count 5 µM,Ins promoter up,Ins promoter up cell count,NOD2 inhibition
CCS(=O)(=O)Nc1c(C(=O)OC)[nH]c2ccccc12,-0.66,-0.3,0.064,0.35,i,-4,-11,-32,.,.,5.0,3.0,7.1,i,-1.5,1084,-0.24,1101,7%
Cc1ccccc1Nc1c(N)c(=O)oc2ccccc12,-0.12,-0.24,0.42,0.63,i,-35,-7,6,-20,500,2.2,1.8,6.4,i,-1.0,1125,-0.58,1752,8%
O=c1c(-c2ccc3c(c2)OCCO3)c(C(F)(F)F)oc2cc(O)cc(O)c12,-0.24,-0.24,-0.18,0.26,i,13,71*,43*,-1,655,3.2,2.9,5.8,i,1.2,1048,-0.64,1860,26%
Cn1c(NC(=O)c2ccccc2)c(-c2cccs2)c(=O)c2ccccc21,0.24,0.29,0.53,1.3,i,18,-4,-4,-2,817,6.4,2.5,1.6,i,-0.5,1174,-0.62,806,12%
CSc1nncc(/C(C)=N\Nc2ccccc2C)n1,-0.62,1.4,-0.053,0.3,i,12,-20,11,-3,763,2.0,1.3,9.4,i,-0.4,1217,-0.54,924,-15%
COc1cccc(C(=O)NNC2=C(C(=O)C(F)(F)F)CCC2)c1,0.47,-0.24,0.14,-0.086,.,.,.,.,6,685,.,.,.,i,2.0,1193,-1.2,1129,2%
Cc1ccc(-c2[nH]ncc2/C=C(\C#N)C(=O)NC2CCCCC2)cc1,0.55,-0.15,0.63,-0.17,i,15,36,5,.,.,3.9,1.5,3.6,i,1.1,1420,-1.7,1101,6%
O=c1c(-c2ccco2)[n+]([O-])c2ccccc2n1OCc1ccccn1,-0.37,-0.11,-0.66,1.1,i,0,15,25,-17,636,2.2,1.9,5.1,i,.,.,0.89,1278,1%
Clc1ccc(SCc2cc(-c3ccc(Cl)cc3)on2)cc1,-0.5,0.022,-0.51,1.1,i,-1,28,19,0,673,1.9,1.5,3.3,i,1.5,1070,0,1938,6%
Cc1nc(SCC(=O)c2c[nH]c3ccccc23)n[nH]1,3.1,0.046,2.4,-2.7,i,-3,-7,-16,-2,721,4.4,2.1,5.5,i,-0.6,1118,-0.23,1336,2%

# Reprinted from the part before: two compounds; new compounds follow.
SMILES,Dynein cargo inh,Dynein cargo inh cytoplasmic EGFP,Dynein cargo inh nuclear GR-EGFP,Dynein cargo inh cell count,Autophagy HCS,Autophagy HCS cell loss 18 h,WT yeast gro inh,WT yeast gro inh mutant strain,Lipid droplet,Lipid droplet cells 6.5 µM,MT stabilize HCS,MT stabilize HCS Hoechst-high %,MT stabilize HCS cytotoxicity %,Yfh1-off respiration,b-catenin transl,b-catenin transl cell count 5 µM,Ins promoter up,Ins promoter up cell count,NOD2 inhibition
Clc1ccc(SCc2cc(-c3ccc(Cl)cc3)on2)cc1,-0.5,0.022,-0.51,1.1,i,-1,28,19,0,673,1.9,1.5,3.3,i,1.5,1070,0,1938,6%
Cc1nc(SCC(=O)c2c[nH]c3ccccc23)n[nH]1,3.1,0.046,2.4,-2.7,i,-3,-7,-16,-2,721,4.4,2.1,5.5,i,-0.6,1118,-0.23,1336,2%
COc1ccc(-c2ccc(C(C)=O)cc2)cc1[C@H]1[C@H]2C=CC[C@@H](C)[C@@H]2C(=O)N1Cc1ccccc1,-0.27,-0.76,0.15,-0.37,.,.,.,.,-5,678,.,.,.,i,-3.0,1083,.,.,10%
COc1ccc(/C=N/NC(=O)c2nc(Cl)c(Cl)c(N)c2Cl)cc1COc1ccccc1F,0.3,-0.16,0.52,-0.16,i,-31,2,-24,.,.,8.2,8.8,21,i,1.0,1018,-1.4,1165,15%
O=C(c1ccc(S(=O)(=O)NCC2CCCO2)cc1)N1CCN(c2ccccc2)CC1 (stereo not drawn),-0.75,-0.26,0.0061,0.72,i,11,-12,-15,3,678,3.9,1.8,4.8,i,0.3,1580,.,.,8%
Cc1c(Br)c([N+](=O)[O-])nn1CC(=O)NCc1cccs1,0.56,-0.0041,-0.091,0.4,i,-13,12,-2,.,.,3.8,1.9,7.2,i,5.1,1329,0.1,1351,14%
N#C/C(=C\c1ccc(N2CCCC2)c([N+](=O)[O-])c1)c1nc2ccccc2[nH]1,0.62,-0.11,1.2,0.064,i,-26,5,2,.,.,2.7,1.1,6.9,i,-1.8,1373,-0.97,917,-19%
CCCCC[C@H](O)/C=C/[C@@H]1[C@@H](CCCCCCC(=O)O)[C@@H](O)C[C@H]1O,-0.22,-0.24,0.075,0.82,i,-9,5,-9,18,682,2.2,3.0,7.2,i,-1.6,581,.,.,21%
CCNc1ccc(Br)cc(C(=O)/C=C/c2ccc(Cl)cc2)c1=O,-2.5,3.1,-0.66,-0.89,i,21,8,-2,-13,711,16*,23*,33*,i,-1.7,569,1.1,712,-2%
Cc1ccc2[nH]c(=O)c(CN(CCCN(C)C)C(=O)Nc3cccc(Cl)c3)cc2c1,2.8,-0.089,2.2,-1.2,i,-2,-13,-4,-1,669,2.4,1.5,4.7,i,-4.4,1149,1,909,11%
COC(=O)c1ccc(NC(=O)CN2CCOCC2)cc1,-0.67,-0.23,-0.2,0.95,i,2,29,-43,.,.,4.8,2.0,7.0,i,-3.1,1031,0.46,1028,-4%
COc1ccc(C(=O)C[n+]2ccccc2/C=N/O)cc1,-0.55,-0.3,-0.52,0.6,i,-11,-8,-17,8,675,2.6,3.4,4.5,i,.,.,0.53,1352,-12%
Cc1cc(C)c(S(=O)(=O)N2CCCCC2C(=O)O)c(C)c1 (stereo not drawn),-0.091,-0.34,0.23,0.14,i,7,-12,6,6,693,2.4,2.5,13,i,-5.2,1162,-0.16,1659,8%
O=C(NCc1ccccc1)C(=O)NCC1OCCN1S(=O)(=O)c1cccs1 (stereo not drawn),0.38,-0.21,1.2,-0.58,i,-4,-3,-7,-10,767,2.1,2.8,2.2,i,3.9,520,0.15,1281,15%
O=C(Nc1ccccc1)Nc1ccccc1C(=O)NCC1CC1,-0.08,-0.25,-0.17,-0.23,.,.,.,.,-2,685,.,.,.,i,-1.9,1157,-1.1,1450,15%
BrC(/C=N/Nc1nc(N2CCOCC2)nc(N2CCOCC2)n1)=C/c1ccccc1,1.5,-0.17,0.38,-0.55,i,-3,2,-20,.,.,1.0,1.4,7.1,i,-0.8,1367,2.1,1384,-79%
CNC(=O)COc1ccc(S(=O)(=O)Nc2ccc(C)cc2)cc1,-0.29,-0.16,0.32,-0.39,.,.,.,.,-1,710,.,.,.,i,-0.3,1232,-0.26,1138,4%
COc1ccc2nc(NC(=O)C3CCN(S(=O)(=O)c4cccs4)CC3)sc2c1,1.8,-0.084,0.79,-1.7,i,-5,22,28,7,823,1.6,1.0,8.9,i,5.2,1088,0.04,807,28%
CC(C)NC(=O)c1ccccc1NC(=O)CCS(=O)(=O)Cc1ccccc1,-1.2,-0.28,-0.68,0.78,i,-2,-25,-2,22,723,1.2,2.4,7.6,i,0.5,1012,0.13,1644,6%
COc1cc(CNC2CCCC2)cc(Br)c1OCC(=O)Nc1ccccc1C,-0.48,-0.12,-0.36,0.057,i,-7,26,10,21,715,2.3,2.8,2.5,i,1.2,1519,.,.,6%
CCOc1ccc(C(=O)/C=C/c2ccc(OC)c(OC)c2)cc1,-1.9,-0.018,-0.58,0.26,i,10,2,13,-2,636,4.6,3.6,3.3,i,0.3,1563,-0.28,1410,-21%
Cn1nc(C(=O)NNc2c(F)c(F)cc(F)c2F)c2ccccc2c1=O,1.9,-0.098,0.53,-1.7,i,22,13,17,-2,713,2.4,1.0,2.9,i,-1.1,1064,1.3,1459,24%
c1ccc(SCCCCNC2CCCC2)cc1,0.62,-0.25,0.074,-0.064,i,-12,21,2,17,728,3.1,2.0,4.2,i,2.6,955,.,.,7%
O=C(COC(=O)Cc1cn2ccsc2n1)NCc1ccc2c(c1)OCO2,0.39,-0.18,0.18,-0.085,i,40,-6,7,.,.,1.8,1.6,13,i,-5.7,915,0.31,1217,-7%
COC(=O)C1=C(C)N(c2ccc(C)c(C)c2)/C(=C/c2cccs2)C1=O,-1.2,-0.29,-0.66,0.58,i,10,6,-2,.,.,2.9,2.5,8.2,i,6.3,856,-0.04,1194,-14%
COc1ccc(Br)cc1CN(C)CC(=O)Nc1c(Cl)ccc(C)c1Cl,0.75,-0.15,0.68,-0.58,i,19,34,6,-32,636,2.7,3.8,11,i,-1.6,1081,0.41,1537,2%
Cc1ccc(C(=O)N/C(=C\c2ccccc2)C(=O)NCc2cccnc2)cc1,1.7,-0.33,0.59,-0.4,i,4,-5,4,12,754,3.0,3.0,8.6,i,-0.9,1513,1.3,1393,-11%
CC(=O)NC(NC(=S)Nc1ccc(N=Nc2ccccc2C)cc1C)C(Cl)(Cl)Cl (stereo not drawn),-0.07,-0.19,0.5,0.6,i,-28,14,-1,.,.,2.4,1.6,5.2,i,-4.8,1414,0.74,1288,-40%
CC1=C(C(=O)N(C)CCC#N)C2(CCCCC2)OC1=O,0.1,-0.23,0.14,0.34,i,10,4,8,.,.,4.1,4.6,8.3,i,.,.,0.69,967,-7%

# Bioassay records: PubChem, several laboratories

# Only part of the results is shown (hit frequency here may not be typical).
